# A549 tox = Nrf2 qHTS screen for inhibitors: counterscreen for cytotoxicity; A549 ARE-Fluc cells, CellTiter-Fluor viability, 18-24 h; Potency, µM (series often up to 46 µM), inactives show at the top dose activity change, negative = cytotoxicity, most hits filed as inhibitors; hit rate 0.16% among 390,000; also: potency is read from the fitted curve at half-maximal effect; % is scaled to controls: 0 for no effect and ±100 for the full control effect
#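 A549 ARE-Fluc cells in 5% FBS OPTI-MEM, 5000 cells/well, rested 2 h then exposed to compounds in concentration-response for 18-24 h at 37 °C. Viability by CellTiter-Fluor fluorescence (Ex 405/Em 525) after 30 min; luciferase luminescence (BugLite, 15 min, RT) read afterwards.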
# Mm-Cpn inhibitor = Inhibitors of TCP-1 ring complex (TRiC) of Methanococcus maripaludis (MmCpn): qHTS. hit rate 0.031% among 330,000. Potency, µM (series often up to 76.9 µM), inactives show at the highest dose activity, negative = inhibition, most hits filed as inhibitors. purified Mm-Cpn ATPase, ADP Transcreener TR-FRET. Chaperonin Mm-Cpn (Methanococcus maripaludis); also: potency is read from the fitted curve at half-maximal effect; % is scaled to controls: 0 for no effect and ±100 for the full control effect; nearly all actives have a fitted effect of over 80% in size
#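 Purified archaeal chaperonin (25 nM final) was preincubated with compound for 10 min at 37°C, then ATP (10 uM final) was added for 30 min at 37°C in Tris pH 7.4/KCl/MgCl2/DTT buffer. ADP was quantified by HTRF Transcreener TR-FRET.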
# CCT chaperon mod = High-Throughput Screening for Modulators of Cytosolic Chaperonin Activity. purified chaperonin ATPase assay, HTRF ADP detection, 30 min. activity change, % (no concentration beside the values), hits read low. hit rate 0.3% among 360,000. AID 651819, 2012; in the data active = activity change below about -30%; also: % is scaled to controls: 0 for no effect and ±100 for the full control effect
#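 Nucleotide hydrolysis assay: TRiC at 20–40 nM final (set by batch activity) with 10 uM ATP, 30 min at 37 °C, in presence of 76 uM compound. Detection by competitive ADP HTRF, 30 min ambient.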
# Abeta rescue = qHTS for compounds that reverse cellular toxicity of Amyloid beta (A-beta) peptide in yeast: Primary Screen | yeast expressing A-beta42, growth rescue, OD600, 48 h; response scale: 0% DMSO, 100% iron-clioquinol control | Potency, µM (top dose mostly 46.1 µM), for the others: at the top dose growth rescue, actives largely listed as activators | hit rate 0.063% among 410,000 | AID 1347071, 2019; also: potency is read from the fitted curve at half-maximal effect; nearly all actives have a fitted effect of over 55% in size
#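 Yeast A-beta toxicity model in growth medium with pinned compounds, 48 h at 30 C; growth read as absorbance at 600 nm. Normalized to FeCl3/clioquinol equimolar mix (positive) and DMSO (negative).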
# Nrf2 block = Nrf2 qHTS screen for inhibitors | A549 ARE-Fluc reporter, luciferase luminescence, 18-24 h | Potency, µM (doses to about 46 µM), for the others: top-dose activity change, negative = inhibition, most hits filed as inhibitors | hit rate 2.1% among 360,000 | AID 504444, 2011; also: potency is read from the fitted curve at half-maximal effect; % is scaled to controls: 0 for no effect and ±100 for the full control effect; nearly all actives have a fitted effect of over 60% in size
#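 A549 ARE_Fluc cells, 5000/well, 5% FBS OPTI-MEM; compounds in dose-response, 18-24 h at 37 °C/5% CO2; CellTiter-Fluor viability read (Ex 405/Em 525), then BugLite luciferase luminescence = Nrf2 activity.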
# HepG2 viability = qHTS for Inhibitors of TGF-b: Cytotox Counterscreen; AID 588856, 2011; HepG2 CAGA-GFP viability, ATP luminescence, 18 h; hit rate 0.76% among 410,000; Potency, µM (series often up to 46.1 µM), inactives show at the top dose activity change, negative = cytotoxicity, usual class: cytotoxic; also: potency is read from the fitted curve at half-maximal effect; some results filed as inactive show a strong effect at the top dose
#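 HepG2 CAGA-GFP cells (1000/well, DMEM with 1% FBS) received compound, then TGF-beta at 500 pg/mL final, and were incubated 18 hours at 37 degrees C. Viability was read by CellTiter-Glo luminescence. Media-only wells were set as complete cell-killing and DMSO as no toxicity.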
# TGFb SMAD3 inh = qHTS for Inhibitors of TGF-b | HepG2 CAGA-GFP TGF-b/SMAD3 reporter, GFP fluorescence, 18 h; TGF-beta stimulated, 500 pg/mL final | Potency, µM (titrated, usually from 46.1 µM), for inactives: top-dose activity, negative = inhibition, most hits filed as inhibitors | hit rate 1.2% among 410,000; also: potency is read from the fitted curve at half-maximal effect; % is scaled to controls: 0 for no effect and ±100 for the full control effect; nearly all actives have a fitted effect of over 65% in size
#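 HEPG2 CAGA-GFP reporter cells (1000/well, DMEM with 1% FBS) received compounds, then recombinant TGF-beta at 500 pg/mL final for 18 hours at 37 degrees C. Per-cell GFP summed per well was normalised to unstimulated and stimulated DMSO controls before curve fitting.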
# Nrf2 activator = qHTS of Nrf2 Activators; Potency, µM (titrated, usually from 46.1 µM), for inactives: at the top dose activation, most hits filed as activators; AREc32 ARE-luciferase reporter (MCF7-derived line), luminescence, 24 h; hit rate 0.31% among 410,000; also: potency is read from the fitted curve at half-maximal effect; % of control where 0% means no effect; nearly all actives have a fitted effect of over 65% in size
#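 Steps: seed AREc32_Fluc cells (1000/well, 5% FBS OPTI-MEM); incubate overnight at 37 deg C; add 23 nL compound; incubate 24 hr; add Steady-Glo; hold 30 min RT; read luminescence.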
# pAkt inh = HTS Assay for Inhibitors of Akt Phophorylation: Primary Screen | Neuro2A IGF-stimulated pAkt S473 HTRF, 20 min; hits give low values | activity change, % for hits at 50 µM | hit rate 0.32% among 360,000; in the data active = activity change below about -80%; inconclusive = mostly about -51% to -80%; also: % is scaled to controls: 0 for no effect and ±100 for the full control effect
#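 Single-point screen (50 µM final compound) in Neuro2A cells stimulated 20 min with 6 nM IGF at 37 deg C. After lysis, Ser473-phosphorylated Akt read by HTRF (ex 330 nm, em 615/665 nm) as the 665/615 ratio.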
# * marks the source's active call; other numbers are inactive results; i = inactive; ? = inconclusive; . = not tested or not shown. Unless noted, calls follow the shape of the dose curve; as a rule, active = well fitted curve in the direction sought with a large enough effect; inconclusive = small, poorly fitted or top-dose-only effect, or another doubt; inactive = no such curve, though single readings can be large; an effect the other way counts as inactive or inconclusive.
SMILES,A549 tox,Mm-Cpn inhibitor,CCT chaperon mod,Abeta rescue,Nrf2 block,HepG2 viability,TGFb SMAD3 inh,Nrf2 activator,pAkt inh
C#CCN(C[C@H]1[C@H](OC(=O)NCc2ccccc2)[C@H](OC(=O)NCc2ccccc2)C[C@H]2C(=O)N(c3ccccc3)C(=O)[C@@H]12)S(=O)(=O)c1ccc(C)cc1,.,.,0.3,-16%,.,-2%,-6%,-0.4%,i
C=CCn1c(SCc2nc3scc(-c4ccccc4)c3c(=O)[nH]2)nnc1-c1ccccc1F,-2%,-12%,-3.7,6%,-28%,-2%,?,2.5%,i
Nc1nc2ccccc2n1CCN1CCCC1,-3%,-19%,-2.8,6%,-6%,3%,-5%,-0.4%,i
O=C(NCCCN1CCOCC1)c1cccc(NC(=O)c2ccccc2)c1,-1%,.,1.6,3%,13%,-11%,-1%,0.0%,i
COCCN(C(=S)Nc1ccccc1OC)C1CCN(C(C)C)CC1,-3%,2%,-4.5,-12%,9%,-11%,9%,2.3%,i
COC(=O)NCC(c1ccco1)N1CCN(c2ccc(OC)cc2)CC1 (stereo not given),0%,-1%,-0.4,6%,4%,-1%,4%,-0.4%,i
COc1ccc(/C=N/NC(=O)CN(CCc2ccccc2)S(=O)(=O)c2ccc(NC(C)=O)cc2)cc1OC,-1%,1%,-1.5,14%,8%,-10%,7%,0.6%,i
CCN(CC)CCCNc1sc(S(=O)(=O)c2ccccc2)nc1S(=O)(=O)c1ccc(Cl)cc1,-12%,.,.,9%,?,-75%,?,12%,.
CCC(c1nnc(SCC(=O)NCC2CCCO2)n1Cc1ccccc1)N(C)C (stereo not given),-2%,.,-2.3,-10%,4%,3%,3%,0.0%,i
NC(=O)NCc1ccccc1F,1%,2%,-3.9,-9%,-1%,3%,2%,0.0%,i
COc1cc(NC(=O)c2ccc3c(c2)OCCO3)ccc1NC(=O)c1cccs1,-16%,0%,1.7,-16%,?,-29%,-16%,0.5%,i
COC(=O)c1sccc1OCc1cccc(OC)c1,10%,-1%,-0.3,-11%,-3%,-6%,3%,7.1%,i
CC(=O)Nc1ccc2nc(NC(=O)COc3ccccc3Cl)sc2c1,-12%,-17%,-0.2,2%,0%,1%,?,0.9%,i
CCn1c(SCC(=O)Nc2cccc(C)n2)nc2c1c(=O)n(C)c(=O)n2C,1%,-5%,0.8,1%,4%,17%,0%,3.4%,i
C[C@H](NCc1c[nH]c2ccccc12)c1ccccc1,-2%,0%,0.0,15%,4%,-86%,?,13%,i
COc1ccc(OC)c(CNC(=O)C2CCN(S(=O)(=O)c3ccc4[nH]c(=O)oc4c3)CC2)c1,3%,.,.,-13%,-3%,-2%,-23%,-0.2%,.
CCCc1ccc2oc(C(=O)N3CCCC3)c(C)c2c1,0%,0%,-0.4,-9%,?,-31%,-1%,4.3%,i
Cc1ccc(-n2nnnc2SCC(=O)c2c(N)n(C3CC3)c(=O)[nH]c2=O)cc1,-2%,1%,1.4,-9%,-4%,0%,6%,0.2%,i
Clc1cccc(CNc2cc(-c3ccccc3)nc3nncn23)c1,-11%,.,.,-9%,?,-65%,?,-1.4%,.
O=C(Cc1ccc([N+](=O)[O-])cc1)Nc1nnc(C2CC2)s1,2%,1%,-1.7,1%,-1%,14%,5%,-0.5%,i
CC(C)C(=O)Nc1c(-c2ccccc2Cl)c(=O)c2ccccc2n1C,-10%,-1%,1.4,-5%,3%,2%,1%,-0.2%,i
Nc1c(C(=O)O)sc2nc(-c3ccccc3)cc(-c3ccc(F)cc3)c12,1%,-1%,1.9,9%,-8%,4%,6%,3.4%,i
CC1=CC(c2ccccc2)n2nc(NC(=O)CCCC(=O)O)nc2N1 (stereo not given),3%,-2%,-0.5,-16%,-18%,-22%,2%,-0.2%,i
COc1ccc2c(c1)c(C)cc[n+]2Cc1ccccc1,-18%,-3%,0.6,-5%,6.5µM*,-39%,?,-0.7%,i
O=C(CCN1C(=O)/C(=C/c2cccs2)SC1=S)Nc1ccc(C(=O)O)c(O)c1,1%,1%,-7.3,-5%,-6%,0%,1%,0.0%,.
COc1ccc2nc(C)cc(C(=O)O)c2c1,2%,0%,-5.7,7%,2%,-1%,-6%,-1.6%,i
CC(C)n1c(N2CCN(C(=O)Nc3ccccc3)CC2)nc2ccccc21,?,1%,-1.9,7%,?,-9%,-17%,-0.7%,i
CCC(C)c1ccc(NC(=O)COC(=O)c2nc3nccc(C)n3n2)cc1 (stereo not given),-1%,-2%,-0.3,7%,-19%,-4%,2%,3.2%,i
COc1ccc(OCC(=O)NNC(=O)C(=O)Nc2cc(OC)ccc2OC)cc1,-1%,0%,-0.9,17%,-13%,-5%,-6%,0.0%,i
O=C(Nc1ccc(Cl)cc1)C1Cc2c(-c3ccc4c(c3)OCO4)ccnc2O1 (stereo not given),.,.,-2.7,-42%,.,-26%,?,2.7%,i

# Part of the list above in order of heavy-atom count, highest first.
SMILES,A549 tox,Mm-Cpn inhibitor,CCT chaperon mod,Abeta rescue,Nrf2 block,HepG2 viability,TGFb SMAD3 inh,Nrf2 activator,pAkt inh
COc1ccc(OCC(=O)NNC(=O)C(=O)Nc2cc(OC)ccc2OC)cc1,-1%,0%,-0.9,17%,-13%,-5%,-6%,0.0%,i
COc1ccc2c(c1)c(C)cc[n+]2Cc1ccccc1,-18%,-3%,0.6,-5%,6.5µM*,-39%,?,-0.7%,i
COc1ccc2nc(C)cc(C(=O)O)c2c1,2%,0%,-5.7,7%,2%,-1%,-6%,-1.6%,i

# Next section.
SMILES,A549 tox,Mm-Cpn inhibitor,CCT chaperon mod,Abeta rescue,Nrf2 block,HepG2 viability,TGFb SMAD3 inh,Nrf2 activator,pAkt inh
CCN(CC)c1ccc(NC(=O)CN2C(=O)c3cccnc3Oc3ccc(Cl)cc32)c(C)c1,-5%,.,.,-6%,-2%,5%,-2%,-0.6%,.
CC(C)N(Cc1nc2ccccc2c(=O)[nH]1)C(=O)c1ccc(NC(=O)CSc2nnnn2C)cc1,-2%,1%,-0.7,5%,4%,1%,-28%,0.0%,i
CCOC(=O)c1ccc(NC(=O)c2nc[nH]c2C(=O)N(CC)CC)cc1,-3%,2%,-2.1,-7%,22%,17%,-2%,2.9%,i
COc1ccc(Cl)cc1NC(=O)Nc1ccccc1SC,-1%,0%,-1.6,8%,-1%,-31%,-18%,0.3%,i
O=C(CN1CCc2ccccc2C1)NCC(=O)Nc1ccc(F)cc1,0%,2%,-3.6,-19%,-17%,1%,4%,0.0%,i
Cc1ccc2[nH]cc(CCNC(=O)C3CCCCC3)c2c1,0%,-1%,-2.8,-4%,-16%,-26%,-14%,0.3%,i
O=C(O)CNC(=S)N(Cc1ccccc1)Cc1cccnc1,-1%,1%,0.8,11%,4%,10%,11%,-0.4%,i
Cc1cc(Cl)c(S(=O)(=O)N2CCSCC2)cc1OCC(=O)NC1CCCCC1,?,0%,-6.8,-3%,6.5µM*,-19%,?,2.2%,i
Nc1ncnc2c1ncn2[C@@H]1O[C@H](CNCc2ccccc2)[C@@H](O)[C@H]1O,1%,0%,-0.3,-2%,-5%,-9%,-6%,-0.6%,i
COc1ccc(C(=O)NCC(=O)N/N=C/c2ccc([N+](=O)[O-])o2)cc1OC,?,-3%,0.5,-29%,?,-98%,-18%,28%,i
NC(=O)c1cc(S(=O)(=O)N2CCOCC2)ccc1Sc1ccccc1N,3%,-4%,-0.4,9%,-7%,-2%,7%,0.1%,i
COc1ccc(Cc2c(O)nc(SCC(C)C)[nH]c2=O)cc1,3%,1%,-1.3,-1%,10%,1%,4%,0.1%,i
CN(C)CCNC(=O)CN1C(=O)COc2ccc(S(=O)(=O)N3CCCC3)cc21,13%,.,.,-1%,17%,2%,1%,-0.8%,.
CNC(=S)N1N=C(c2ccc(C)cc2)CC1c1cc(OC)ccc1OC (stereo not given),-14%,?,1.1,2%,?,-24%,-4%,3.3%,i
CCc1nnc(NC(=O)CCC(=O)N2CCN(Cc3ccc(OC)c(F)c3)CC2)s1,1%,-1%,-2.1,-3%,?,-5%,7%,3.3%,i
CC1Sc2ccccc2N(CC(=O)N(C(C)C)C(C)C)C1=O (stereo not given),-10%,1%,2.0,4%,-10%,-11%,-2%,-0.2%,i
CCO[C@H]1OC(C(=O)NCc2ccccc2)=C[C@@H](c2ccccc2)[C@@H]1CCCO,-5%,.,-0.3,-4%,-10%,0%,-8%,-0.9%,i
COc1ccccc1N1CC(C(=O)OCC(=O)c2ccc(F)cc2)CC1=O (stereo not given),4%,0%,-0.7,7%,0%,7%,-1%,0.4%,i
CCOC(=O)N1CCN(S(=O)(=O)c2ccc(C(=O)Nc3sc4c(c3C#N)CCC4)cc2)CC1,-3%,-1%,1.9,6%,-4%,10%,-9%,0.2%,i
N#CC1=C(N)OC2=C(C(=O)CCC2)C12CCC1(CC2)OCCO1,-7%,-7%,-8.8,12%,-13%,-2%,-16%,-0.5%,i
O=C(COc1ccc(C(=O)c2ccc(F)cc2)cc1)Nc1cccc(S(=O)(=O)N2CCOCC2)c1,-13%,-7%,-1.0,-10%,23µM*,5%,?,4.9%,i
CC(C)Oc1ccc(C2C(C#N)=C(N)Oc3c2oc(CO)cc3=O)cc1 (stereo not given),1%,5%,-3.6,2%,8%,-44%,-4%,-0.7%,i

# Bioassay records (PubChem)
